DDE Tn7 FP inh: inhibitors of Tn7 peptide binding to human fibrin DD(E). P02675. FP displacement of FITC-Tn7 peptide from fibrin DD(E); 0% = median of compound wells per plate. inhibition, % at 8.3 µM. actives 0.13% (n = 370,000);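 active = inhibition above the mean of compounds falling within the control limits plus 3 SD of them, cut at about 14% in these data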;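 note: 0% = plate median of compound wells and 100% = 10 µM Aha-Tn7 peptide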
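Assay system: Human fibrin DD(E) protein | Medium: Tris buffer with calcium and detergent, pH 7.8 | Reagent: 0.1 µM fluorescent Tn7 | Compound dosing: Single point at 8.3 µM | Times: 10 min preincubation, 3 h with tracer, room temperature | Detection: Fluorescence polarization of the labelled Tn7 tracer | Controls: Aha-Tn7 high control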
ASAP1 GAP inh: blocks human ASAP1-stimulated Arf1 GTP hydrolysis | Q9ULH1 | GDP FP detection | inhibition, % at 16.5 µM | actives 0.19% (n = 360,000); in the data active = inhibition above about 25%;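 note: 0% = vehicle with enzyme and substrate and 100% = no enzyme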
Target sequence (Q9ULH1 325-724 limits assumed): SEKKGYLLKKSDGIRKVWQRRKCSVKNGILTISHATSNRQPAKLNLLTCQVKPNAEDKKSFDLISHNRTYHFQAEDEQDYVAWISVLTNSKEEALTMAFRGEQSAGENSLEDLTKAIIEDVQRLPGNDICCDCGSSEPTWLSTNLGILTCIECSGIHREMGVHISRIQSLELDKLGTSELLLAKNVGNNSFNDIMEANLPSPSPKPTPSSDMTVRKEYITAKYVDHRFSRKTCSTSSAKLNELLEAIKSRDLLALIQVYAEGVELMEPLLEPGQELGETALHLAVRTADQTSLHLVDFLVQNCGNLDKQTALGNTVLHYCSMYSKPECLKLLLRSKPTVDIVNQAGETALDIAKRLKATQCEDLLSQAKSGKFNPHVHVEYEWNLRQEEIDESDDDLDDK
ARFGAP1 inhibitor: rat ARFGAP1 inhibition. Arfgap1-stimulated ARF1 GTP hydrolysis, GDP FP detection. inhibition, % at 16.5 µM. actives 0.26% (n = 360,000). AID 651572;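 active = inhibition above a per-plate limit, mean inhibition of low control wells plus 3 SD, cut at about 25% in these data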;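 note: 0% = DMSO wells with enzyme and 100% = wells lacking Arfgap1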
Target sequence (Q62848 1-136 limits assumed): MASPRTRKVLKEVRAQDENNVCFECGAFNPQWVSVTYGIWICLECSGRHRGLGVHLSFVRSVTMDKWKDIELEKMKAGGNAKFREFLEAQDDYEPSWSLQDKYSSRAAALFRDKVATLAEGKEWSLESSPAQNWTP
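system = rat Arfgap1 catalytic domain, aa 1-136 | technique = FP, GDP Alexa 633 tracer displaced from anti-GDP antibody, 620/688 nm | compound = one concentration, 16.5 µM, DMSO 1.26% | medium = HEPES-based buffer, pH 7.5 | timing = compound-enzyme preincubation 20 min, reaction 120 min, detection 60 min, 25 °C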
TDP2 absorb: TDP2 (human) inhibition, absorbance primary screen; inhibition, % at 12.8 µM; actives 0.34% (n = 370,000); recombinant TDP2, T5PNP hydrolysis, p-nitrophenol absorbance 415 nm;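 active = inhibition above the mean of all tested compounds plus 3 SD, set per campaign, cut at about 25% in these data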;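 note: 0% = DMSO with enzyme and 100% = buffer with substrate but no TDP2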
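test system = human TDP2 enzyme | input = TDP2 enzyme at 120 nM final | medium = 50 mM Tris-HCl pH 7.5 with Mg2+, KCl, DTT, BSA | also added = T5PNP substrate, 5 mM | times = 2 h at 37 °C | technique = epi absorbance | benchmarks = high control without enzyme, low control DMSO plus TDP2 | replication = each compound tested once, singlicate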
Tn6 DDE FP: disrupts Tn6 cyclic peptide binding to fibrin D-Dimer-E complex | inhibition, % at 8.3 µM | Fibrin DD(E) TRITC-Tn6 fluorescence polarization displacement | actives 0.21% (n = 370,000) | P02675;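 active = inhibition above a per-campaign cutoff: mean of compounds within control limits plus 3 SD, cut at about 15% in these data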;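 note: 0% = median of all compound wells on the plate and 100% = blocking peptide control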
ADAM10 inh: inhibitors of human ADAM10. O14672. recombinant ADAM10, EDANS/DABCYL FRET peptide cleavage, 3 h. inhibition, % at 7 µM. actives 0.62% (n = 370,000);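 active = inhibition above a per-campaign cutoff equal to the mean of compounds falling between control-based bounds plus 3 SD, cut at about 20% in these data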;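 note: 0% = DMSO wells while the 100% control is not disclosed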
Target sequence (O14672 214-748 limits assumed): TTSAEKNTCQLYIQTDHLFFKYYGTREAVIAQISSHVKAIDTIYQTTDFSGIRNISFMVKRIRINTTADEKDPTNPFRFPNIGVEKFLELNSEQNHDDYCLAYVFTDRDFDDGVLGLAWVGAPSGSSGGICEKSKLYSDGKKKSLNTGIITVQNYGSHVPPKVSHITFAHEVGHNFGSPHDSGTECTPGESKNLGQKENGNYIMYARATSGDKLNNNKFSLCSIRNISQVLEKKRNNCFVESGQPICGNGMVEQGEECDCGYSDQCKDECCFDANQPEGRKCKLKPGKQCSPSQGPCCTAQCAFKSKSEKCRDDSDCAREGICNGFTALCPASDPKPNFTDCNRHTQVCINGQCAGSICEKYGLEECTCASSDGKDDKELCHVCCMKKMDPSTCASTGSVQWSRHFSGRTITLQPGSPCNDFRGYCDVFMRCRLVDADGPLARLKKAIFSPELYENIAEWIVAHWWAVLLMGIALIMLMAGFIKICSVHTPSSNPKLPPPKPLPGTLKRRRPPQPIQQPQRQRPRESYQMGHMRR
LEDGF integ inh: blocks HIV-1 LEDGF/p75-dependent DNA integration. TR-FRET IN-LEDGF/p75 DNA integration, Eu/Cy5. inhibition, % at 3.7 µM. actives 0.64% (n = 370,000);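 active = inhibition above the screen-wide mean plus 3 SD, cut at about 13% in these data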;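 note: signal is the Cy5 over europium emission ratio at 671 and 618 nm; 0% = plate median of compound wells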
KLK7 zymogen act: activates the human kallikrein-7 zymogen; AID 652039; activation, % at 7 µM; purified proKLK7, EDANS-DABCYL substrate fluorescence; 100% is mature enzyme control, 0% vehicle; P49862; actives 0.9% (n = 370,000);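 active = activation above the mean of all tested compounds plus 3 SD, computed per campaign excluding outliers beyond control limits, cut at about 13% in these data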
PLCg1 inh: inhibitors of human phospholipase C gamma1; AID 720700; inhibition, % at 12.2 µM; purified PLC-gamma1, fluorogenic substrate, fluorescence; actives 0.84% (n = 370,000); in the data active = inhibition above about 9.5%
ADAM17 inh: inhibits human ADAM17 | AID 720648 | actives 0.83% (n = 370,000) | recombinant ADAM17, EDANS/DABCYL FRET peptide cleavage | P78536 | inhibition, % at 6.95 µM;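 active = inhibition above the mean of compounds lying between control limits plus 3 SD, set per campaign, cut at about 8.5% in these data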;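 note: 0% = DMSO-only wells as the low control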
* hit, by the source's call; i = inactive; x = no result given; & = joins results of further samples.

SMILES	DDE Tn7 FP inh	ASAP1 GAP inh	ARFGAP1 inhibitor	TDP2 absorb	Tn6 DDE FP	ADAM10 inh	LEDGF integ inh	KLK7 zymogen act	PLCg1 inh	ADAM17 inh
Cc1ccccc1C(=O)c1c[nH]c(C(N)=O)c1	-1	-2	-14	1	-2	-8	3	-0.5	0	-6
CCC[C@H]1[C@@H](OC(=O)N2CCOCC2)CC[C@@]23CCCN2C(=O)CCC[C@@H]13	3	x	x	-5	-9	-14	-4	x	6	-2
CCCCNC(=O)C1CCCN1C(=O)Nc1ccccc1 (configuration not stated)	0	-8	11	-10	-3	-2	-1	0.3	5	-8
Cc1ccc(-n2c(Cc3cccn3C)nnc2SCC(=O)NC2CCCCC2)cc1	-5	19	9	0	-1	-6	-2	1.5	-3	-4
COc1ccc(CCNC(=O)CN(c2cc(C)cc(C)c2)S(=O)(=O)c2c(C)noc2C)cc1OC	-6	5	4	3	1	-2	0	0.4	4	-2
COc1ccccc1NC(=O)CSc1nnc(C2CCCCC2)n1-c1ccccc1	-1	8	15	1	-9	10	3	0.3	2	-1
CCNS(=O)(=O)c1ccc(CCC(=O)NCc2cccnc2)cc1	-2	6	-2	-15	3	2	3	0.4	-1	-2
N#C/C(=C/c1ccc(-c2ccc(Br)cc2)o1)C(=O)NC1CCCCC1	-4	-13	4	3	0	0	2	-2.6	-29	1
COc1ccc(OCC(=O)NCC(c2cccs2)N2CCOCC2)cc1 (configuration not stated)	-5	-7	1	-1	-4	-4	3	-0.2	-1	-4
N#C/C(=C\c1cccnc1)C(=O)Nc1ccc(Cl)cc1	-6	-1	-6	14	5	-4	1	-0.5	1	4
O=C(NCCCl)Nc1cccc(Br)c1	1	-1	2	1	0	-5	2	-0.2	4	-2
c1ccc2c(c1)ccc1ccccc12	0	-1	-6	2	4	-5	5	-0.1	5	-2
COc1ccc(-n2nnc3c(=O)n(CC(=O)OCc4ccccc4)cnc32)cc1	1	-3	-6	-8	-4	-9	-3	-0.6	3	7
Cc1cccc(C(=O)OCC(=O)NN2C(=O)NC3(CCC(C)CC3)C2=O)c1O (configuration not stated)	1	8	11	10	0	-10	4	2.2	2	-1
Cc1ccc(S(=O)(=O)N(C)C[C@@H]2OCc3cnnn3CCCC(=O)N([C@@H](C)CO)C[C@H]2C)cc1	4	0	-3	11	0	-18	4	-0.2	0	-1
COC(=O)CC1(c2ccccc2)C(=O)c2ccccc2C1=O	-5	5	7	7	-6	-4	4	0.0	3	3
Nc1cc(Cl)ccc1Nc1ccncc1	2	-9	-10	5	2	-5	-1	0.7	0	-3
CC(=O)NCc1ccc(S(=O)(=O)N2CCN(S(=O)(=O)c3ccc4ccccc4c3)CC2)cc1	-2	-5	9	8	2	2	-2	0.1	-2	-1
COC(=O)c1cc(C(C)=O)n2ccccc12	-1	-12	12	8	3	1	-1	-0.1	-3	-6
CC1CC(C)CN(C(=O)CCCn2c(=O)c3cccn3c3cccnc32)C1 (configuration not stated)	1	8	-3	11	9	-15	1	0.4	2	-2
Cc1cccc(NC(=O)COC(=O)C2COc3ccccc3O2)c1C (configuration not stated)	2	11	-4	5	3	-19	0	-0.5	3	-4
CC1(C)Cc2nc(Cl)c(C(N)=O)cc2CO1	-6	1	-10	-23	1	5	4	-0.4	10*	0
CCOC(=O)C1(CCOC)CCN(Cc2cccc(OCc3ccccc3)c2)CC1	0	2	12	2	-8	8	2	0.7	1	0
COc1ccc(CNC(=O)CN2CCC(NC(=O)c3cccc(OC)c3)CC2)cc1	0	8	1	8	1	-6	1	0.3	4	1
C/C(=N\NC(=O)c1cc(-c2ccc(C)s2)nc2ccccc12)c1cccnc1	0	-5	-17	-13	6	i	-3	66*	i	i
Cc1nc(N)sc1-c1csc(Nc2ccccc2)n1	1	7	9	10	-5	-47	1	-1.6	-11	-9
Cc1ccc(CCNC(=O)CCSCc2ccc(Cl)cc2)cc1	5	1	5	3	2	1	-4	0.0	-1	2
Cn1cccc1/C=N/NC(=O)c1cccs1	4	4	-10	-12	5	-11	-6	0.7	-4	0
CCOC(=O)C1(C)CCCCCN1C(=O)/C=C/c1ccccc1 (configuration not stated)	-5	-4	20	-1	-3	-2	-3	1.0	-1	0
CCOC(=O)C1CCCN(C(=O)c2ccc(CS(=O)(=O)Cc3ccccc3C)o2)C1 (configuration not stated)	3	-3	7	1	-5	-9	-1	0.1	-1	-4
CCCCOc1cccc(OCC(=O)Nc2nc3ccccc3[nH]2)c1	6	-5	8	7	-3	1	6	-0.2	6	0
CCOC(=O)[C@@H]1[C@H]2COc3cc(OC)ccc3[C@H]2N2C(=O)N(c3ccc(C(F)(F)F)cc3)C(=O)[C@]12C	-4	-2	10	0	-13	20	-1	-0.2	1	5
CCCC(=O)N(CCN1CCOCC1)c1nc2c(OC)ccc(OC)c2s1	8	5	5	-3	7	7	-1	-0.8	-4	2
CCN(CC)c1cc(C)c2ccccc2n1	-7&5	14	7	-13&-1	-3&-2	-133&-84	2&-3	-5.8	3&-2	-7&-31
CCOc1ccc(CN(C)C(=O)CN2C(=O)NC(c3ccccc3)(c3ccccc3)C2=O)cc1	7	8	9	5	-2	11	-2	0.5	4	4
O=C1CCC[C@H]2C[C@H](NCc3ccco3)CC[C@]23CCCN13	3	x	x	7	3	-3	0	x	1	-5
OCC(CO)(CO)n1cnnn1	0	0	-5	7	4	-4	2	-0.8	0	-6
c1ccc(CSc2nnc(NC3=NCCCCC3)s2)cc1	-6	12	8	-6	3	8	-1	-0.5	5	3
COc1ccc(NC(=O)Nc2ccc(Br)cn2)cc1	4	6	15	-2	-3	9	1	0.2	5	-2
CC(=O)NS(=O)(=O)c1ccc(NC(=O)COc2cccc3c2OC(C)(C)C3)cc1	2	-1	-15	8	4	-14	-3	0.0	-1	-8

Three entries from above, with two lines to a compound.
Second line of a record: DDE Tn7 FP inh	ASAP1 GAP inh	ARFGAP1 inhibitor	TDP2 absorb	Tn6 DDE FP	ADAM10 inh	LEDGF integ inh	KLK7 zymogen act	PLCg1 inh	ADAM17 inh
- OCC(CO)(CO)n1cnnn1
  0	0	-5	7	4	-4	2	-0.8	0	-6
- c1ccc(CSc2nnc(NC3=NCCCCC3)s2)cc1
  -6	12	8	-6	3	8	-1	-0.5	5	3
- COc1ccc(NC(=O)Nc2ccc(Br)cn2)cc1
  4	6	15	-2	-3	9	1	0.2	5	-2

Going on with the list:
SMILES	DDE Tn7 FP inh	ASAP1 GAP inh	ARFGAP1 inhibitor	TDP2 absorb	Tn6 DDE FP	ADAM10 inh	LEDGF integ inh	KLK7 zymogen act	PLCg1 inh	ADAM17 inh
Cc1ccc(C)c(N2CCN(S(=O)(=O)c3ccc4c(c3)C(C)(C)C(=O)N4C)CC2)c1	9	5	2	0	-7	-9	-3	0.5	1	7
Cc1ccccc1OCCC(=O)Nc1ccc2c(C)cc(=O)oc2c1	-3	3	-7	7	-5	i	-7	-10	i	-457
Cc1csc(NC(=O)C(Cc2ccccc2)n2cccc2)n1 (configuration not stated)	4	9	3	-3	-5	-6	0	0.1	-1	0
Cc1ccc(-c2nnc(SCC(=O)N/N=C/c3ccccc3C(=O)O)n2C2CCCCC2)cc1	5	-14	4	5	2	5	5	0.1	1	-2
CCCCCCCCc1nc(SC(C)C(=O)O)n[nH]1 (configuration not stated)	0	3	1	-5	8	2	0	-0.1	4	1
Nc1c(Cl)ncnc1NCCc1ccc(O)cc1	-7	2	-9	-10	0	-13	-8	-1.2	-2	-8
Cc1ccc(NC(=O)Cn2c(=O)oc3ccccc32)cc1C	0	1	3	0	-3	1	5	0.4	0	-6
COc1ccc(S(=O)(=O)Nc2cccc(-n3cnnn3)c2)cc1OC	-10	3	1	-1	-5	-3	2	0.7	-1	3
COc1ccc(Cn2c(C3CC3)nc3ccc(NC(=O)C4CC4)cc3c2=O)cc1	-2	-3	-2	-7	-2	-13	-3	1.0	-5	-6
O=CN1CC(=O)N(c2ccccc2)c2c([nH]c3ccccc23)C1	6	7	3	-7	-1	4	-2	0.3	2	1
COC(=O)[C@@]1(Cc2ccc(F)cc2)[C@H]2c3cc(C(=O)N4CCCC4)n(CCc4ccc(OC)c(Br)c4)c3C[C@H]2CN1C(=O)c1ccccc1	3	8	9	-5	-1	-18	-2	-0.4	-2	-4
CCC(Sc1nccn1C)C(=O)Nc1cccc2ccccc12 (configuration not stated)	-1	1	3	0	4	-2	-1	-0.2	3	-1
CN1Cc2nnn(CC3CCCCC3)c2-c2ccccc2S1(=O)=O	-3	x	x	-9	-4	4	4	0.5	2	4
N=c1c2c3c(sc2ncn1CCN1CCOCC1)CCCC3	-4	12	0	1	9	-7	1	0.7	-4	-2
CCN(CC)CCN(C(=O)c1ccc2c(c1)OCCO2)c1nc2ccc(C)cc2s1	1	-5	-4	5	0	-2	0	-0.4	-2	-3
CCOC(=O)CC(NC(=O)c1cc2cccc(OC)c2oc1=O)c1ccc(OC)cc1 (configuration not stated)	-5	2	7	-8	3	-1	7	-0.9	-18	0
CCOC(=O)c1c(C)[nH]c(C(=O)COC(=O)C2=NNC(=O)CC2)c1C	-3	3	6	-1	2	-6	2	-0.1	-1	2
C=CC[C@@H](CC(=O)N(CCO)Cc1ccccc1)C(=O)N[C@H](COC(=O)[C@@H](CC=C)CC(=O)OC(C)(C)C)Cc1ccccc1	-1	-7	-11	-13	9	28*	9	0.1	8	18*
COc1ccccc1CNC(=O)COC(=O)c1cnc(C)cn1	-2	-3	15	6	-7	-20	-3	0.1	-1	-5
COc1ccc(CNC(=O)C2CSC(=O)C2)cc1 (configuration not stated)	-5	-6	3	-1	-5	16	1	-0.3	4	2
CCOc1ccc(/C=N/n2c(SC)nnc2-c2ccccc2)cc1OCC	-5	2	-6	-5	7	-6	1	-0.1	3	-3
CCOC(=O)CSCC(=O)Nc1c(C(=O)C2CC2)oc2ccccc12	3	-10	6	0	0	-11	1	0.1	0	-8
CCCCCCCN1C(Nc2ccccc2)=NC[C@@H]1C	-3	0	-2	-4	-1	9	2	0.9	5	3
CCCCCOCC(O)CCC(=O)NN (configuration not stated)	1	4	-6	0	2	-11	-4	-0.6	0	1
COc1ccc(C(=O)COC(=O)c2cc([N+](=O)[O-])ccc2N2CCOCC2)c(OC)c1	-1	-2	11	2	-3	6	0	0.9	0	1
